High-throughput results (PubChem BioAssay)
PHOSPHO1 block – PubChem AID 1565 | Phosphoethanolamine/phosphocholine phosphatase (Homo sapiens), Q8TCT1 | recombinant PHOSPHO1, absorbance phosphatase assay | inhibition, % at 13.3 µM | actives 1.1% (n = 290,000); in the data active means inhibition above about 60%
Target sequence (Q8TCT1 whole entry, looked up): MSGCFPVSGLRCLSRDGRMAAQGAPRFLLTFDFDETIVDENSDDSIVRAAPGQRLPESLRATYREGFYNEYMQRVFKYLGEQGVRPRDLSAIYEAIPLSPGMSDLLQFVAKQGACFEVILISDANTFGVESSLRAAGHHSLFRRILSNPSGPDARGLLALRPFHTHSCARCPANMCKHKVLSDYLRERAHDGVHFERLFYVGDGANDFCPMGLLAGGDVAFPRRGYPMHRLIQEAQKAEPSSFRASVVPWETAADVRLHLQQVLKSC
MEKK2 WT-MEK5 – modulators of MEK5 binding to wildtype MEKK2, primary screen, biochemical, multiplex bead flow cytometry, Alexa488-MEK5; Mitogen-activated protein kinase kinase kinase 2 (Homo sapiens), Q9Y2U5; Alexa488-MEK5 binding to MEKK2 WT; actives lie on both sides; binding response (% of control), % at 10 µM; actives 1.1% (n = 290,000); in the data active means binding response below about 67% or above about 130%
MEKK2 mut-MEK5 – MEK5 binding signal on mutant MEKK2 PB1, primary screen, biochemical, multiplex bead flow cytometry, Alexa488-MEK5 | actives 0.35% (n = 290,000) | percent response, % at 10 µM | AID 1530, 2009 | Alexa488-MEK5 binding to MEKK2 mutant; in the data active means percent response above about 24%, passing the limit was not always enough; further: inactives centre near 1; some results filed as inactive read as strong as hits; reference of the scale not given here
PfM18AAP inh – PfM18AAP inhibitors, malaria aminopeptidase, primary screen, biochemical, QFRET, recombinant enzyme; H-Glu-NHMec fluorogenic cleavage; inhibition, % at 7.35 µM; actives 1.2% (n = 290,000); AID 1822, 2009;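 active means inhibition above the campaign mean inhibition over all tested compounds plus 3 SD, cut at about 28% in these data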;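 further: 0% = plate median of test compound wells and 100% = 2 mM ZnCl2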
MEKK3 PB1 HTS – modulators of MEKK3-MEK5 PB1 binding, primary screen, biochemical, wildtype MEKK3, multiplex bead flow cytometry, Alexa488-MEK5 | AID 1529, 2009 | Mitogen-activated protein kinase kinase kinase 3 (Homo sapiens), Q99759 | bead-based flow cytometry, Alexa488-MEK5 binding to MEKK3; actives lie on both sides; 0 = blocked by unlabeled MEK5, 100 = vehicle | binding response (% of control), % at 10 µM | actives 1.4% (n = 290,000);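 active means binding response more than 3 SD above or below the average of its plate-row segment, actives on both sides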;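 further: Alexa488 bead fluorescence after subtracting the streptavidin-only scavenger bead signal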
NALP1 inh – NALP1 inflammasome inhibitors in reconstituted yeast, colorimetric, S. cerevisiae, triplicate retest. S. cerevisiae NALP1/ASC/caspase-1 growth, X-gal OD620, 72 h. inhibition, % at 10 µM. actives 0.61% (n = 280,000); in the data active means inhibition mostly above about 24%, no sharp cut-off; inactive means mostly below about 32%; further: some compounds called inactive have numbers as strong as hits
OXTR agonist – human OXTR agonists, primary screen, fluorescence, CHO-OTR cells, Fluo-8 calcium | activation, % at 3 µM | Oxytocin receptor (Homo sapiens), P30559 | Fluo-8 calcium fluorescence; normalized: DMSO 0%, oxytocin 100% | actives 0.32% (n = 320,000);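 active means activation above the mean of all tested compounds plus 3 SD, cutoff set per screening run, cut at about 20% in these data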;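 further: peak over basal fluorescence ratio from a 100 s FLIPR kinetic read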
Target sequence (P30559 whole entry, looked up): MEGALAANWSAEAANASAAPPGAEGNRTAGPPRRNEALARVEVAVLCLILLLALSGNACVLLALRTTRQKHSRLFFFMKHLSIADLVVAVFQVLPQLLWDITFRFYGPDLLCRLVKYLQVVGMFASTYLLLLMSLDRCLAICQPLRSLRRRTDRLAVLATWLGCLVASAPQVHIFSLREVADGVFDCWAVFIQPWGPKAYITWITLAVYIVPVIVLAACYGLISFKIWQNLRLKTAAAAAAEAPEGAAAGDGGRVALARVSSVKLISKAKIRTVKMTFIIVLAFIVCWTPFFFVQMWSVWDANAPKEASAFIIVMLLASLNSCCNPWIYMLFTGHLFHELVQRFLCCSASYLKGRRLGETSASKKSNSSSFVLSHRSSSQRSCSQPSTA
DNA FID counter – compounds displacing fluorescent DNA intercalator, primary screen, artefact control for HCV NS3 helicase inhibitor project, biochemical, FID fluorescence. inhibition, % at 7.9 µM. AID 1845, 2009. DNA fluorescent intercalator displacement. actives 0.17% (n = 290,000); in the data active means inhibition above about 37%;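 further: 0% = vehicle and 100% = reference compound; higher means more ethidium bromide displaced from hairpin DNA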
GPR7 antagonist – GPR7 receptor antagonists, primary screen, cell-based, fluorescence, single concentration. GPR7-expressing cells, fluorescence antagonist assay. inhibition, % at 4.4 µM. actives 1.1% (n = 290,000); in the data active means inhibition above about 16%, passing the limit was not always enough;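 further: cells stimulated with the agonist NPW; 0% = agonist with vehicle and 100% = vehicle without agonist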
Target sequence (P48145 whole entry, looked up): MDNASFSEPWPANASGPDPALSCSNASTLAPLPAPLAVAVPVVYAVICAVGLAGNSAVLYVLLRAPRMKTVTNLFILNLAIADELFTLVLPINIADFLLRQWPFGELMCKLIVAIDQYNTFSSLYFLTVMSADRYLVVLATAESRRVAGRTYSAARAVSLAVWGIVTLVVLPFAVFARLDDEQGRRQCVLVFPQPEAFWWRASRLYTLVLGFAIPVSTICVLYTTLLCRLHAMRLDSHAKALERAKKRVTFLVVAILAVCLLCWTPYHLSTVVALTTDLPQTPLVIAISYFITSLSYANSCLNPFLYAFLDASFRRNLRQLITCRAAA
An asterisk follows results filed as active; / = not tested or not shown; [ ] = dose if it differs, or a comment.

no.	Molecule	PHOSPHO1 block	MEKK2 WT-MEK5	MEKK2 mut-MEK5	PfM18AAP inh	MEKK3 PB1 HTS	NALP1 inh	OXTR agonist	DNA FID counter	GPR7 antagonist
1	COC(=O)/C(=C/c1ccc2c(c1)c1ccccc1n2C)NC(=O)c1ccccc1	1	99	-1	-6	73*[inhibitor]	42	0.2	-20	-6
2	COc1ccc(NC(=O)CSc2nnc(-c3ccncc3)n2C)cc1	11	89	-10	-10	97	11	-1.1	-6	-8
3	CC(=O)Nc1ccc(NC(=O)c2ccc(NS(=O)(=O)c3cccc4cccnc34)cc2)cc1	42	111	11	-3	114	8	0.2	-8	-5
4	O=C1c2cccc3c(Nc4ccccc4Cl)c([N+](=O)[O-])cc(c23)C(=O)N1CCO	-10	93	-4	4	100	16	3.8	1	-4
5	COc1cccc(CNC(=O)CN2C(=O)CSc3ccc(S(=O)(=O)N4CCOCC4)cc32)c1	-22	96	-11	-2	99	19	0.1	-8	5
6	Nc1ccc(-c2cc3ccccc3oc2=O)cc1	/	108	4	-2	109	10	-0.8	1	-4
7	O=C(Nc1ccc(F)c(Cl)c1)Nc1csc2ccccc12	27	191*	34	-1	104	/	12	4	-6
8	CSc1ccccc1NC(=O)CN1CCN(c2ccccn2)CC1	20	102	14	-4	106	13	2.1	-36	-7
9	COc1ccc2nc(C(F)(F)Cl)c(C#N)c(N)c2c1	36	104	2	4	105	-3	0.6	3	-13
10	C/C(=C/C(=O)N1CCN(C)CC1)C(=O)O	-15	97	-2	-1	94	25	0.9	-1	-1
11	O=c1c(/C=N/O)c(Nc2ccccc2)nc2ccccn12	-36	78	-13	9	75	-22	-1.7	-2	-12
12	COCCN(Cc1cn(C)nc1-c1ccc(Oc2ccccc2)cc1)C(C)C	29	111	5	-2	108	5	/	10	-12
13	CNC(=O)NC(=O)CSc1nc2cc(C(=O)OC)ccc2c(=O)n1-c1ccccc1	-14	79	-8	-11	85	9	-0.1	-3	-4
14	Cc1cc(C)nc(SC(C)C(=O)O)n1 (configuration not stated)	-2	90	-9	2	87	15	0.9	5	-10
15	CCOC(=O)C1CCCN(c2c(NCCN3CCCCC3C)c(=O)c2=O)C1 (configuration not stated)	2	108	10	-2	104	27	-0.3	0	-7
16	Cc1cc(SCC(=O)c2ccccc2)nc(C)n1	-4	108	13	-12	104	7	-0.3	-2	3
17	Cc1[nH]c2ccccc2c1C(=O)CSC(=S)N1CCN(C)CC1	29	88	-17	-10	82	20	4.9	2	-7
18	COc1ccc(CCNC(=O)c2ccc3c(c2)SC2=NS(=O)(=O)CCN23)cc1	54	102	0	2	98	/	-0.5	-11	-6
19	Cc1c(O)nc(SC2CC(=O)N(c3ccccc3)C2=O)[nH]c1=O (configuration not stated)	-9	105	2	13	104	/	0.5	5	-1
20	CC(=O)Nc1nonc1-c1ccccc1	-14	98	-3	6	101	26	0.1	-1	2
21	O=C(Nc1cc(Cl)cc(Cl)c1)c1cnn2cccnc12	-9	99	-9	0	101	15	0.2	-1	2
22	Cc1cc(C)nc(NS(=O)(=O)c2ccc(NC(=O)c3ccc4c(c3)OCO4)cc2)n1	17	/	/	-3	/	-12	0.6	-16	-3
23	FC(F)(F)c1cccc(-c2nn[nH]n2)c1	-39	101	0	3	98	9	0.6	1	-11
24	CCOc1ccc(CC(=O)N2CCN=C2SC)cc1	17	101	0	2	104	6	2.2	-3	-12
25	O=C(O)c1cc(Nc2cc(Cl)c3nonc3c2[N+](=O)[O-])ccc1O	14	99	1	-24	98	8	0.0	-4	6
26	O=C(CSc1nnc(-c2ccccc2O)o1)Oc1ccc(Br)cc1	26	100	4	0	103	21	1.1	-2	-4
27	CCN(CC)c1ccc2cc(C#N)c(=O)oc2c1	35	97	-5	-3	104	2	-0.2	0	-5
28	Cc1cnc(NC(=O)CSc2nnc(-c3cccs3)n2C)s1	7	98	-5	3	99	20	-0.8	-6	-2
29	COc1ccc(CCNC(=O)COc2cc(=O)n(C)c3ccccc23)cc1OC	0	97	-11	2	99	-11	-1.2	-28	-1
30	O=C(O)c1cccnc1SCc1cn2cc(Cl)ccc2n1	12	102	-3	-5	100	5	0.8	-6	-3
31	Cc1ccc2oc(-c3cc(NC(=O)c4ncn[nH]4)ccc3O)nc2c1	-1	106	12	10	106	16	0.5	-3	-21
32	CCOC(=O)N1CCC(NC(=O)c2ccc3c(=O)n4c(nc3c2)CCCC4)CC1	14	98	2	-5	100	7	-0.6	-25	-7
33	CCN(CC)c1ncc(C#N)c(N)n1	-5	99	2	1	101	-11	-0.6	1	-1
34	O=C(Nc1nnc(-c2ccccc2F)s1)C1CCN(S(=O)(=O)c2ccc(Cl)cc2)CC1	-13	101	1	-3	96	22	-1.2	1	-2
35	NC(=O)C1=C[C@@H](c2ccc(C(F)(F)F)cc2)C[C@@H](OCCCCO)O1	0	112	4	1	107	-11	0.7	-16	-13
36	Cn1cc(Br)c(C(=O)NNC(=O)c2ccc(Br)cc2)n1	-4	98	3	8	96	15	-0.1	0	-15
37	CN1C(=O)N(C)C2(c3ccccc3)Nn3c(s/c(=C/c4ccccc4F)c3=O)=NC12c1ccccc1 (configuration not stated)	6	/	/	4	/	2	1.0	0	-2
38	NC(=O)c1c(NC(NC(=O)c2ccco2)C(=O)c2ccc(Cl)cc2)sc2c1CCCC2 (configuration not stated)	100*	78	-5	38*	88	6	-0.3	-7	-11
39	CCOC(=O)C1=C(C)NC2=C(C(=O)CC(c3cccs3)C2)C1c1cccs1 (configuration not stated)	-1	79	3	13	72*[inhibitor]	4	-1.1	-21	0
40	COCCCNC(=S)Nc1ccc(C)cc1	17	98	-1	1	97	/	-0.1	-4	-11
41	Cc1ccc(-n2c(=O)c3sccc3n(CC(=O)N3CCCC3)c2=O)cc1	11	104	5	-4	102	-15	-0.5	-6	-8
42	CC(=O)N1N=C(c2ccc(NS(C)(=O)=O)cc2)CC1c1ccc2nccnc2c1 (configuration not stated)	-3	97	-7	10	104	-7	-0.3	-5	-1
43	COc1ccc(C(C(=O)NC2CCCC2)N(Cc2ccccc2)C(=O)c2nsc(Cl)c2Cl)cc1 (configuration not stated)	-30	96	0	-14	98	37	-0.2	-34	13
44	CCN(CC)S(=O)(=O)c1cccc(NN=c2c(=O)c3ccccc3c2=O)c1	12	97	6	0	101	/	0.2	-3	-4
45	COc1ccc(CN2CCCC(C(=O)Nc3cccc(-n4cnnn4)c3)C2)c(C)c1C (configuration not stated)	44	112	2	-6	102	8	4.4	13	12
46	O=C(C1=C[C@H](c2ccc3c(c2)OCO3)C[C@H](OCc2ccc(CO)cc2)O1)N1CCN(Cc2ccc3c(c2)OCO3)CC1	8	105	8	-1	98	-4	0.7	-22	-18
47	O=C(CCN1CCOCC1)Nc1ccccc1	38	108	5	2	104	2	0.3	2	-4
48	O=C(COc1cc2oc(=O)c3c(c2cc1Cl)CCC3)Nc1cccnc1	18	94	0	0	99	12	2.5	-8	-5
49	O=C(CSc1ncccn1)Nc1cccc2ccccc12	6	99	3	-4	98	10	1.4	-11	-5
50	COc1ccc(N(CC(=O)N/N=C/c2cc(Br)c(C)o2)S(=O)(=O)c2ccc(NC(C)=O)cc2)cc1	-10	97	-5	4	103	11	1.8	-15	6
51	O=C(COc1ccc([N+](=O)[O-])cc1)Nc1ccc(N2CCN(C(=O)c3ccco3)CC2)cc1	45	94	-3	-12	93	15	8.1	-41	8
52	O=C(O)CSCC(=O)N1CCN(S(=O)(=O)c2cc(Cl)cc(Cl)c2)CC1	18	97	-16	6	88	/	1.2	-13	-7
53	CCN(CC)C(=O)COc1cc(C)cc2oc(=O)cc(-c3ccccc3)c12	6	97	-2	-9	93	4	-1.8	-35	-8
54	Cc1nn(Cc2ccc(Cl)cc2Cl)c(C)c1NC(=O)c1ccc(COc2cc(Cl)ccc2Cl)o1	-6	102	2	-5	107	-11	1.2	-4	-3
55	CC(C)OCCCNC(=O)CCc1nc(-c2ccccc2)no1	-1	117	4	-1	116	4	0.3	-5	-2
56	CC(=O)N1c2ccc(S(=O)(=O)N3CCC(C(=O)NCc4ccc(C)cc4)CC3)cc2CC1C (configuration not stated)	33	103	-2	-1	97	10	1.9	-52	-5
57	O=c1[nH]c(Cc2ccccn2)nc2scc(-c3ccc(Cl)cc3)c12	-54	100	-1	-3	101	5	-2.3	-8	-5
58	Cc1ccc(C)c(CN2C(=O)C(C)Oc3ccc(C)cc32)c1 (configuration not stated)	2	106	10	0	106	14	-1.0	-10	-19
59	O=C(N/N=C/c1cn(-c2ccccc2)nc1-c1ccc(F)cc1)c1ccc(Br)o1	23	99	1	7	105	2	-1.1	-4	-13
60	COc1ccc(Nc2nc(N)nc(CSC(=S)N3CCN(C)CC3)n2)cc1	21	107	1	1	103	-15	-0.8	3	-7
61	CCCCOc1cccc(C(=O)NC(=S)Nc2ccc(Cl)c(C(=O)O)c2)c1	18	94	-1	1	101	-2	-1.4	-26	-8
62	Cc1nn(C)cc1/C=C/C(=O)c1ccccc1	-1	103	5	9	106	-5	0.9	-12	-1

Structures above that have fluorine (seven):
no.	Molecule	PHOSPHO1 block	MEKK2 WT-MEK5	MEKK2 mut-MEK5	PfM18AAP inh	MEKK3 PB1 HTS	NALP1 inh	OXTR agonist	DNA FID counter	GPR7 antagonist
7	O=C(Nc1ccc(F)c(Cl)c1)Nc1csc2ccccc12	27	191*	34	-1	104	/	12	4	-6
9	COc1ccc2nc(C(F)(F)Cl)c(C#N)c(N)c2c1	36	104	2	4	105	-3	0.6	3	-13
23	FC(F)(F)c1cccc(-c2nn[nH]n2)c1	-39	101	0	3	98	9	0.6	1	-11
34	O=C(Nc1nnc(-c2ccccc2F)s1)C1CCN(S(=O)(=O)c2ccc(Cl)cc2)CC1	-13	101	1	-3	96	22	-1.2	1	-2
35	NC(=O)C1=C[C@@H](c2ccc(C(F)(F)F)cc2)C[C@@H](OCCCCO)O1	0	112	4	1	107	-11	0.7	-16	-13
37	CN1C(=O)N(C)C2(c3ccccc3)Nn3c(s/c(=C/c4ccccc4F)c3=O)=NC12c1ccccc1 (configuration not stated)	6	/	/	4	/	2	1.0	0	-2
59	O=C(N/N=C/c1cn(-c2ccccc2)nc1-c1ccc(F)cc1)c1ccc(Br)o1	23	99	1	7	105	2	-1.1	-4	-13
